# miR-122 sensor = miR-122 inhibition in Huh7 cells; activation (reporter increase), % at 12.5 µM; 0.3% of 340,000 active; Huh7 miR-122 Renilla luciferase sensor, 48 h; neutral wells = 0, positive control = 100;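 active means mean replicate activation score at least 90 and every replicate individually at or above 90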;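 further: higher luciferase means less miR-122 activity so hits act as miR-122 inhibitors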
# INS-1E GSIS act = primary screen for activators of insulin secretion dependent on glucose, INS-1E cells, GLuc reporter luminescence. INS-1E GLuc reporter insulin secretion, 2-3 h. activation, % at 16.6 µM. 0.61% of 370,000 active;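 active means lowest replicate activation of at least 40%, so every replicate reaches that level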;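 further: 0% = median of neutral control wells and 100% = median of IBMX positive control wells; some compounds called inactive have numbers as strong as hits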
# * hit, by the source's call.
SMILES,miR-122 sensor,INS-1E GSIS act
O=C(Nc1ccccc1C(=O)N1CCN(c2ccccc2)CC1)c1ccco1,1,0
O=C(NCC1(c2ccccc2)CCCC1)C1(c2ccccc2)CCCC1,-2,-25
Cn1ncc([N+](=O)[O-])c1C(=O)Nc1ccc(-c2nc3ccccc3[nH]2)cc1,8,-10
Cc1cc(C)cc(Nc2ncc3c(n2)CCCC3=O)c1,-5,-3
O=C(COc1ccc(S(=O)(=O)NC2CCCCC2)cc1Cl)N1CCN(c2ccccc2)CC1,19,-24
N#CC1(c2ccc(NC(=O)c3ccccc3F)cc2)CCCC1,-5,9
C=CCNc1nc(Cl)ncc1F,-4,12
O=C(Nc1ccccn1)Nc1cccs1,-2,-6
COc1ccc(CNC(=O)CCc2nc(-c3ccccc3F)no2)c(OC)c1,7,7
COc1ccc(/C=C(\C#N)C(=O)OCC(=O)Nc2ccc(C(C)(C)C)cc2)cc1,4,-27
O=C(CSc1ncc(-c2ccc(F)cc2)n1Cc1ccco1)Nc1ccc2c(c1)OCO2,37,-13
COc1cccc(C(=O)Nc2nnc(-c3cccs3)s2)c1,11,23
Cc1ccc(CNC(=O)c2ccccc2NS(C)(=O)=O)cc1,-2,1
NCCCCCNC(=O)/C=N\O,-9,1
CC(=O)c1ccc(NC(=O)C2CCC(C)NC2=O)cc1 (configuration not stated),2,1
O=C(CCCC(=O)N(CC(=O)NC1CCCC1)Cc1ccccc1)Nc1ccccn1,-3,20
COCCn1c(SCC(=O)Nc2ccc3c(c2)OCCO3)nnc1-c1c[nH]c2ccccc12,-1,0
COc1cccc(/C=N/NC(=O)c2cc(C34CC5CC(CC(C5)C3)C4)[nH]n2)c1,7,-27
O=C(N1CCOCC1)N1CCN(c2ccccn2)CC1,-3,46*
COc1cc(C2C(C(=O)OC(C)C)=C(C)Nc3[nH]c(=O)[nH]c(=O)c32)ccc1O (configuration not stated),-6,10
CC(C)=CC(=O)OCC(=O)Nc1ncc(Cl)c(C)c1Cl,-7,12
CC(C)NC(=O)CN(C(=O)CCC(=O)Nc1ccccn1)c1ccc(F)c(Cl)c1,-3,0
N/C(=N\OC(=O)/C=C/c1ccccc1)c1ccccc1,-6,-22
CCOC(=O)c1c(C)[nH]c(C)c1C(=O)CSc1nnc(-c2cc(OC)c(OC)c(OC)c2)o1,-5,22
CCOC(=O)CCCCC(=O)NC(CO)C(=O)NC (configuration not stated),-2,8
O=C(CSCc1ccc(Cl)cc1)N1CCCCC1,-7,-1
CCN1/C(=C2\C(=O)N(C)C(=S)N2C)C=Cc2cc(C)ccc21,-3,10
CCOCCNC(=O)c1ccc2c3c(cccc13)CC2,-1,2
CC(n1cnnn1)C12CC3CC(CC(C3)C1)C2 (configuration not stated),-2,5
Cc1ccc(S(=O)(=O)N2Cc3ccccc3CC2C(=O)Nc2ccc3c(c2)OCO3)cc1 (configuration not stated),-3,6
CN(C)C(=O)Cn1c(SCC(=O)NCc2ccc3c(c2)OCO3)nc2ccccc21,-5,11
CCn1c(SCc2nc3ccccc3[nH]2)nnc1-c1ccncc1,64,9
Cc1cc(C)nc(N(C#N)Cc2ccc(Br)cc2)n1,-4,4
CCOC(=O)CC1C(=O)NCCN1C(=O)c1cccc(C(F)(F)F)c1 (configuration not stated),-5,20
CSc1nc2cc3c(cc2n1C(=O)c1ccc(C)cc1)OCCO3,7,-2
O=C1CC(c2ccc(F)cc2)Cc2nc(N3CCN(c4ccccc4)CC3)ncc21 (configuration not stated),-8,10
COCCNC(=S)NC1CC2CCCC(C1)N2Cc1ccco1 (configuration not stated),-4,12
COc1ccc(/C=N/NC(=O)c2cccnc2)cc1CSc1nc2ccccc2s1,32,-12
O=C(Nc1ccc2c(c1)OCO2)c1cnc2n(c1=O)CCS2,9,9
CCOC(=O)[C@@H]1CCNC[C@@H]1c1ccccc1,-1,-3
COCCN1Cc2cccc(C(=O)NCc3ccccc3OC)c2C1=O,18,55*
CCN(CC)c1nc(C)c(C(C)=O)cc1C#N,9,23
COc1ccc(-n2c(SCCC(=O)O)nnc2-c2ccncc2)cc1,3,-1
Cc1[nH]nc2c1C(c1ccsc1)C(C#N)=C(N)O2 (configuration not stated),0,-5
CC(Oc1ccc(-c2ccccc2)c(F)c1)c1ccn(S(=O)(=O)c2ccc(Cl)cc2)n1 (configuration not stated),-5,-20
CCOC(=O)c1c(C)c(C(=O)N(C)C2CCCCC2)c(C)n1C,-4,-1
Cc1ccc(Oc2nc3ccccc3n3cccc23)cc1,-2,-13
COc1cccc(-n2cnc3scc(-c4cccs4)c3c2=O)c1,-8,15
O=P1(Nn2cnnc2)C=C(c2ccccc2)OC(c2ccccc2)=C1,2,11
COc1ccccc1Cn1cnc2cccnc21,7,18

# Other compounds follow:
SMILES,miR-122 sensor,INS-1E GSIS act
CCOC(=O)c1sc(C)c2c1NC(c1ccc(N(C)C)cc1)NC2=O (configuration not stated),-5,0
CC(=O)Oc1ccc(NC(=O)Cc2ccccc2)cc1,-2,2
Cc1cc(Cn2ccnc2)c(C)cc1Cn1ccnc1,1,0
CCOc1ccc(/C(O)=C2\C(=O)C(=O)N(CCN(C)C)C2c2cc(OC)ccc2OC)cc1Cl (configuration not stated),2,5
O=C(Nc1cccc(O)c1)c1ccc(Br)cc1,4,-1
C=CCSc1nnc(-c2ccncc2)n1-c1ccc(OCC)cc1,-5,11
CN(C(=O)c1ccno1)c1nnc(-c2cccnc2)s1,4,8
COc1ccc2nc(C)cc(C(=O)O)c2c1,-7,-7
COc1ccc(-n2c3nc4ccccc4nc3c3c(=N)oc(C)nc32)cc1,-5,-11
COC(=O)c1nn(C23CC4CC(CC(C4)C2)C3)c2c1C(=O)N(c1ccc(F)cc1)C2=O,-1,-23
Cc1nn2c(-c3ccccc3)c(-c3ccccc3)nc2[nH]c1=O,-1,-14
CC(C)CC(=O)Nc1cc(NC(=O)CC(C)C)cc(C(=O)NC(C)(C)C)c1,8,-2
CCCCn1c(SCc2nc(N)nc(Nc3ccccc3C)n2)nc2ccccc2c1=O,-5,12
COC(=O)c1ccccc1NC(=O)c1ccc(-c2ccc(Br)cc2)o1,6,4
S=C(NCCc1ccccc1)NCc1cccc(Cl)c1,43,-16
COc1ccc(S(=O)(=O)N2CCC(C(=O)NC3CC3)CC2)cc1Cl,-6,8
CCn1c(CNC(=O)COc2ccc(C(C)C)cc2)nnc1SCC(=O)Nc1cc(F)ccc1C,-2,-19
CCOC(=O)c1c(NC(=O)/C=C/c2ccc3c(c2)OCO3)sc(C)c1CC,-1,-15
CC(=O)N1c2ccc(S(=O)(=O)CCC(=O)O)cc2CC1C (configuration not stated),-5,25
COC(=O)c1c(O)ccc(Oc2ccccc2)c1C(=O)OC,-1,5

# Compounds listed so far containing a tert-butyl group (two):
SMILES,miR-122 sensor,INS-1E GSIS act
COc1ccc(/C=C(\C#N)C(=O)OCC(=O)Nc2ccc(C(C)(C)C)cc2)cc1,4,-27
CC(C)CC(=O)Nc1cc(NC(=O)CC(C)C)cc(C(=O)NC(C)(C)C)c1,8,-2

# Other results:
SMILES,miR-122 sensor,INS-1E GSIS act
O=C(c1cc(-c2ccc3c(c2)OCO3)on1)N1CCN(c2ccc(F)cc2)CC1,31,-8
Nc1nonc1-n1nnc(C(=O)N/N=C/c2cc(Br)ccc2O)c1CSC1=NCCS1,-24,-22
c1ccc(-c2ncc(CSc3nncn3-c3ccccc3)s2)cc1,-6,9
CCCCCC(=O)Nc1ccc2oc(-c3cncc(Br)c3)nc2c1,2,30
CC(C)CCNC(=O)NC(=O)COc1c(F)c(F)cc(F)c1F,0,1
Cc1c(C#N)c(N=CN(C)C)c(C(=O)c2ccc(Br)cc2)n1-c1ccccc1,-6,5
Nc1c(C(=O)c2cccs2)oc2ccccc12,-1,-5
CCC1=C/C(=C/N(C)c2ccccc2)C(=O)S1,-3,-22
COc1ccccc1C(=O)NN1C(=O)C2C3C=CC(O3)C2C1=O (configuration not stated),-5,17
COc1cc(NS(=O)(=O)c2ccc(NC(=O)NC3CCCCC3)cc2)nc(OC)n1,-1,-14

# A draw from above in order of SMILES length, high to low:
SMILES,miR-122 sensor,INS-1E GSIS act
COC(=O)c1nn(C23CC4CC(CC(C4)C2)C3)c2c1C(=O)N(c1ccc(F)cc1)C2=O,-1,-23
CCn1c(CNC(=O)COc2ccc(C(C)C)cc2)nnc1SCC(=O)Nc1cc(F)ccc1C,-2,-19
Nc1nonc1-n1nnc(C(=O)N/N=C/c2cc(Br)ccc2O)c1CSC1=NCCS1,-24,-22
COc1cc(NS(=O)(=O)c2ccc(NC(=O)NC3CCCCC3)cc2)nc(OC)n1,-1,-14
CC(C)CC(=O)Nc1cc(NC(=O)CC(C)C)cc(C(=O)NC(C)(C)C)c1,8,-2
CCOC(=O)c1c(NC(=O)/C=C/c2ccc3c(c2)OCO3)sc(C)c1CC,-1,-15
CCCCn1c(SCc2nc(N)nc(Nc3ccccc3C)n2)nc2ccccc2c1=O,-5,12
COc1ccc(-n2c3nc4ccccc4nc3c3c(=N)oc(C)nc32)cc1,-5,-11
COc1ccc(S(=O)(=O)N2CCC(C(=O)NC3CC3)CC2)cc1Cl,-6,8
CCOC(=O)c1sc(C)c2c1NC(c1ccc(N(C)C)cc1)NC2=O (configuration not stated),-5,0
Cc1nn2c(-c3ccccc3)c(-c3ccccc3)nc2[nH]c1=O,-1,-14
CC(=O)N1c2ccc(S(=O)(=O)CCC(=O)O)cc2CC1C (configuration not stated),-5,25
c1ccc(-c2ncc(CSc3nncn3-c3ccccc3)s2)cc1,-6,9
C=CCSc1nnc(-c2ccncc2)n1-c1ccc(OCC)cc1,-5,11
COC(=O)c1c(O)ccc(Oc2ccccc2)c1C(=O)OC,-1,5
CN(C(=O)c1ccno1)c1nnc(-c2cccnc2)s1,4,8
CC(=O)Oc1ccc(NC(=O)Cc2ccccc2)cc1,-2,2
S=C(NCCc1ccccc1)NCc1cccc(Cl)c1,43,-16
O=C(Nc1cccc(O)c1)c1ccc(Br)cc1,4,-1
Nc1c(C(=O)c2cccs2)oc2ccccc12,-1,-5
COc1ccc2nc(C)cc(C(=O)O)c2c1,-7,-7

# (further entries)
SMILES,miR-122 sensor,INS-1E GSIS act
O=C(O)c1ccccc1NS(=O)(=O)c1cccc2cccnc12,1,3
COC(=O)c1cn(C(=O)c2cccs2)c2ccccc12,1,7
O=C(c1cc(-c2cccs2)on1)N1CCOCC1,-3,2
COc1ccc(CSc2nnc(N)s2)cc1F,-11,12
Cc1ccc(C(=O)NNC(=O)C2CCN(Cc3ccccc3)CC2)cc1,9,-5
O=C(COc1cc(Cl)c(Cl)cc1Cl)NC(=O)NC1CCCC1,2,-20
Cc1cc(NC(=O)c2ccccc2Oc2ccccc2)no1,0,17
CCN(CC)S(=O)(=O)c1ccc(C(=O)NNC(=O)C2CCN(S(=O)(=O)c3ccc(Cl)cc3)CC2)cc1,-4,-13
C=CCn1c(SCC(=O)Nc2cc(C)c(Cl)cc2OC)nnc1-c1ccco1,-7,-25
O=C(Nc1nc(-c2cccs2)cs1)c1ccc(Cl)cc1,-3,-21
Cc1ccc(S(=O)(=O)N/N=C/C(C)(C)CO)cc1,-3,-2
O=C(COc1ccccc1)NCCn1ccc2ccccc21,0,-16
Cc1ccc(NC(=O)C(=O)NCc2ccc(/C=C(/C#N)C(=O)NCc3cccnc3)o2)cc1,-4,-20
CCOC(=O)C(CC)(CC)C(=O)/C=C/c1ccc(Br)cc1,-11,65*
COc1ccccc1C(=O)Nc1ccc(C(=O)O)cc1,4,11
CCSC1=C(C#N)C(c2ccccc2Cl)C(C(=O)c2cccs2)C(O)(C(F)(F)F)N1 (configuration not stated),0,6
CCOC(=O)C(=O)Nc1ccccc1C(N)=O,-3,0
CN(C)CCNc1ncnc2ccccc12,-15,2
CCC(CC)NC(=O)c1ccccc1Oc1ccccc1,2,53*
CC(C)OC(=O)CSc1nnc(-c2cccnc2)n1Cc1ccccc1,-3,22
CCCN1CCN(C(=O)CCCNC(=O)Cn2cnc3sc(C)c(C)c3c2=O)CC1,-9,21
COCCn1nnnc1C(c1ccccc1OC)N1CCN(c2ccccc2F)CC1 (configuration not stated),7,-6
O=C(NCC1CCCO1)C(c1cccnc1)N(C(=O)Cc1cccs1)c1cccnc1 (configuration not stated),1,10
COc1ccc2sc(C)nc2c1NC(C)=O,2,-2
O=C(CCCCCNC(=O)c1ccccc1)N/N=C/c1ccc(O)cc1O,0,-9
CC(=O)NCC(=O)NC(C(=O)Nc1ccc2c(c1)OCCO2)c1ccc(C)cc1 (configuration not stated),0,8
CCOC(=O)Cc1csc(SCC(=O)Nc2cc(Cl)ccc2Oc2ccccc2)n1,-1,-21
CCOC(=O)c1sc2ncn(/N=C/c3cccnc3)c(=O)c2c1C,-8,52*

# Screening data: PubChem, Broad Institute

# The list is partial (hit frequency here may not be typical).
